E coli growth = counter-screen for AddAB inhibitors: E. coli growth inhibition. inhibition, % at 11.9 µM. E. coli V3065 growth, OD600 absorbance, 18 h. actives 0.27% (n = 330,000);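 active = inhibition above the campaign's mean inhibition across all tested compounds plus 3 SD, cut at about 9.9% in these data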;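 also: uninfected addAB+ strain grown without phage in ampicillin broth; 0% = DMSO wells and 100% = ciprofloxacin 0.95 µg/ml wells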
Mot1-301 SUMO = blocks SUMOylation pathway, rescuing yeast Mot1-301 growth | S. cerevisiae Mot1-301 growth rescue, ATP luminescence, 38.5C; percent above DMSO median, 100 means doubled | growth rescue, % at 18.8 µM | actives 1% (n = 320,000) | AID 2716;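 active = every valid replicate shows activation above 250% relative to neutral control wells; inactive = the rest, any valid replicate at or below 250%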;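 also: OY570 slx delta 5 strain wells were the positive control but not used for scaling; some compounds called inactive have numbers as strong as hits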
HTR5A inv ctr = HTR5A inverse agonism, opioid heterodimer counter-screen; P47898; HTR5A cell line, luminescence; inhibition, % at 9.3 µM; actives 0.083% (n = 340,000); in the data active = inhibition mostly above about 23%, no sharp cut-off; inactive = mostly below about 18%;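 also: 0% = cells with DMSO and 100% = no-cell wells with DMSO; some compounds called inactive have numbers as strong as hits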
Target sequence (P47898 whole entry, looked up): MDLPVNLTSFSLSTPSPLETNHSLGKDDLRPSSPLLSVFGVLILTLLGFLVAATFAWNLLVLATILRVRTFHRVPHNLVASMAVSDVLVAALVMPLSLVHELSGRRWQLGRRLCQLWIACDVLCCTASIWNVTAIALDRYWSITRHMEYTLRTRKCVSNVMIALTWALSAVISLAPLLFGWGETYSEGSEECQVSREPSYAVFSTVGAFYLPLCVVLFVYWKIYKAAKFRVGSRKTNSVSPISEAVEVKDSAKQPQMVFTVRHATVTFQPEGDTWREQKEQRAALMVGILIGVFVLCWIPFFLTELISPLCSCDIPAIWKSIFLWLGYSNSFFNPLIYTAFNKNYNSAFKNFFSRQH
HTR5A ag = activates human HTR5A in OPRM1-OPRD1 agonist counter-screen | actives 0.61% (n = 340,000) | HTR5A agonist assay, luminescence, cell-based | activation, % at 9.3 µM | P47898; in the data active = activation mostly above about 9.5%, no sharp cut-off; inactive = mostly below about 7.6%;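 also: 0% = cells with vehicle only and 100% = reference agonist; strong numbers were not always called active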
PKA-R2B activ = PKA-R2B complex activation; AID 504700; activation, % at 11.4 µM; PKA-R2B holoenzyme dissociation, Cy5-IP20 fluorescence polarization; R2B truncated from residue 108, S112A mutant; 0% DMSO only, 100% 113 µM cGMP; actives 0.079% (n = 340,000);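 active = activation above a cutoff set at the mean over all compounds plus 3 SD, cut at about 18% in these data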;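 also: higher means more holoenzyme dissociation and a rise in polarization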
CDK5 inh = blocks human CDK5/p35 kinase activity; Q00535+Q15078; Recombinant CDK5/p35, ADP-Glo luminescence, 60 min; inhibition, % at 10 µM; actives 0.01% (n = 330,000); AID 488839;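 active = highest replicate inhibition of at least 50% and at least 75% of replicates reaching 50%; inconclusive = only one of the two criteria met; inactive = both criteria failed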;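 also: plate controls were DMSO neutral control for no effect and GW8510 at 10 µM for full effect; many of its hits are not listed in these tables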
PKA-R1A act = activators of PKA-R1A complex | P00514+P68181 | PKA-R1A dissociation, Cy5-IP20 fluorescence polarization; scaled: DMSO 0%, 113 µM cGMP 100% | activation, % at 11.4 µM | actives 0.083% (n = 340,000) | AID 504707;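 active = percent activation above the mean of all tested compounds plus 3 SD, cut at about 19% in these data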;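 also: higher means more PKAc released from R1A so a rise in polarization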
Tat export inh = blocks Tat-dependent protein export in E. coli | E. coli MC4100 TorA-mCherry Tat export, fluorescence | inhibition, % at 10 µM | actives 0.036% (n = 340,000) | AID 488895;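 active = mean replicate inhibition at least 50% and at least half of replicates individually reaching 50%; inconclusive = only one of the two criteria met; inactive = neither criterion met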;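 also: exported cargo escapes ClpAP degradation while cytoplasmic cargo is degraded and loses fluorescence; 0% = median of neutral control wells and 100% = median of NaSCN control wells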
phage Ecoli inh = E. coli growth loss with phage present | growth absorbance | inhibition, % at 11.9 µM | actives 0.26% (n = 360,000) | AID 651602; in the data active = inhibition above about 11%
DAGLB inh = blocks human DAGLB lipase activity; Q8NCG7; inhibition, % at 5.17 µM; actives 0.059% (n = 340,000); HEK293T DAGLB membrane lysate, EnzChek fluorogenic substrate; in the data active = inhibition above about 34%;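 also: 0% = enzyme with vehicle and 100% = wells lacking enzyme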
Target sequence (Q8NCG7 whole entry, looked up): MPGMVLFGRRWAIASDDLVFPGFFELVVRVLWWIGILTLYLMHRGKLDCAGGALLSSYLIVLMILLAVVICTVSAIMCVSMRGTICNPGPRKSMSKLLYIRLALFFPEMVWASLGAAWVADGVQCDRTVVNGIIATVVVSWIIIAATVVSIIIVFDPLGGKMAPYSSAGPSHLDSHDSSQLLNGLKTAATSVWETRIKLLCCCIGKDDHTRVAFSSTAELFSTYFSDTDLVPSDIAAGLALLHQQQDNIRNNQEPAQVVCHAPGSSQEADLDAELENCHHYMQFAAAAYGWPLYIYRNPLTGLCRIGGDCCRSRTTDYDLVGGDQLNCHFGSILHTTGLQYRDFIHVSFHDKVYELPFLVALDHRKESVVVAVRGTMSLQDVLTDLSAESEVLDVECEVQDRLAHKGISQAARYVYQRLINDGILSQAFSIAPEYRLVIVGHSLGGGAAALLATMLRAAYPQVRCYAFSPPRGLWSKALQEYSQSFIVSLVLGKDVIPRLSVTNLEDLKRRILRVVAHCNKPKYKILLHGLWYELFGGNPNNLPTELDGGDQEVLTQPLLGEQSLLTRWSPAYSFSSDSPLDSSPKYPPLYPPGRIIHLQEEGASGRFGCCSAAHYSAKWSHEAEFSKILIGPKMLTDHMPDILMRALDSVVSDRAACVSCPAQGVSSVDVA
AddAB inh = less growth of phage-infected E. coli with AddAB; E. coli expressing H. pylori AddAB, absorbance growth; inhibition, % at 11.9 µM; actives 0.29% (n = 330,000); AID 435030; in the data active = inhibition above about 12%;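 also: 0% = vehicle wells of infected cells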
The depositor's hits bear a star.

CCN(c1ccccc1)S(=O)(=O)c1ccc(Cl)c(NC(=O)COC(=O)c2ccc(O)cc2)c1 was read as E coli growth -0.3, Mot1-301 SUMO -3, HTR5A inv ctr -3, HTR5A ag 2, PKA-R2B activ -3, CDK5 inh -0.5, PKA-R1A act 6, Tat export inh -7, phage Ecoli inh 1.8, DAGLB inh -3 and AddAB inh 4.2.
C=C[C@](C)(CC[C@@]1(C)C(C)CC(OC2OC(C)C(OC3OC(COC(C)=O)C(O)C(O)C3O)C(O)C2O)[C@@]2(C)C(C)=CCCC12)OC1OC(C)C(O[C@@H]2O[C@@H](C)C(O)C(O)[C@H]2O)C(O)C1O (stereo not given in full) was read as E coli growth -0.5, Mot1-301 SUMO -9, HTR5A inv ctr -5, HTR5A ag 1, PKA-R2B activ 3, CDK5 inh 4.7, PKA-R1A act -4, Tat export inh inconclusive, DAGLB inh 0 and AddAB inh 5.0.
`COC(=O)c1c(-c2ccsc2)sc2ccc(-c3cc(OC)c(OC)c(OC)c3)cc12` gave E coli growth -0.6, Mot1-301 SUMO -16, HTR5A inv ctr 3, HTR5A ag -1, PKA-R2B activ -3, CDK5 inh 0.2, PKA-R1A act -13, Tat export inh -9, phage Ecoli inh 1.8, DAGLB inh -11 and AddAB inh 3.1.
Screening Cc1ccc(C(=O)Nc2onc(C)c2C#N)cc1 returned E coli growth -1.0, Mot1-301 SUMO 2, HTR5A inv ctr 1, HTR5A ag 0, PKA-R2B activ 12, CDK5 inh -1.9, PKA-R1A act -17, Tat export inh -9, phage Ecoli inh 2.5, DAGLB inh 2 and AddAB inh 1.6.
c1ccc(CSc2ccc(-c3cccnc3)nn2)nc1 was read as E coli growth 0.9, Mot1-301 SUMO -1, HTR5A inv ctr 7, HTR5A ag -3, PKA-R2B activ 0, CDK5 inh -0.2, PKA-R1A act -3, Tat export inh -15, phage Ecoli inh 1.4, DAGLB inh 0 and AddAB inh 0.5.
Screening C[C@H]1CCC[C@]2(O[C@@H](CCO)C[C@@H](O)[C@@H]2O)O1 returned E coli growth 0.8, Mot1-301 SUMO 9, HTR5A inv ctr -25, HTR5A ag 0, PKA-R2B activ -3, CDK5 inh 2.3, PKA-R1A act 4, Tat export inh -5, phage Ecoli inh 2.1, DAGLB inh -2 and AddAB inh 1.8.
Screening COc1ccc(N2CCN(C(=S)Nc3ccc(C)cc3C)CC2)cc1 returned E coli growth -1.9, Mot1-301 SUMO -16, HTR5A inv ctr -2, HTR5A ag 3, PKA-R2B activ -4, CDK5 inh 2.3, PKA-R1A act 7, Tat export inh -6, phage Ecoli inh 1.7, DAGLB inh -2 and AddAB inh 1.8.
`O=S(=O)(NC(=S)Nc1ccccc1)c1ccc(F)cc1` gave E coli growth -0.8, Mot1-301 SUMO -13, HTR5A inv ctr -28, HTR5A ag 3, PKA-R2B activ -14, CDK5 inh 0.2, PKA-R1A act -11, Tat export inh 2, phage Ecoli inh 2.2, DAGLB inh -1 and AddAB inh 3.7.
For CC(C)NC(=O)NC(=O)CSc1nnc(COc2ccccc2F)n1C(C)C1CC2CCC1C2 (stereo not given) the results were E coli growth 0.1, HTR5A inv ctr -16, HTR5A ag 3, PKA-R2B activ -8, CDK5 inh -3.2, PKA-R1A act -3, Tat export inh 15, DAGLB inh 2 and AddAB inh 1.7.
COc1ccccc1N1CCN(C2CCCN(Cc3ccccc3OCCO)C2)CC1 (stereo not given) was read as E coli growth 3.5, Mot1-301 SUMO 4, HTR5A inv ctr -32, HTR5A ag 1, PKA-R2B activ -8, CDK5 inh -0.7, PKA-R1A act -11, Tat export inh 23, phage Ecoli inh 0.9, DAGLB inh 0 and AddAB inh 3.1.

Compounds shown so far that contain a halogen:
CCN(c1ccccc1)S(=O)(=O)c1ccc(Cl)c(NC(=O)COC(=O)c2ccc(O)cc2)c1 was read as E coli growth -0.3, Mot1-301 SUMO -3, HTR5A inv ctr -3, HTR5A ag 2, PKA-R2B activ -3, CDK5 inh -0.5, PKA-R1A act 6, Tat export inh -7, phage Ecoli inh 1.8, DAGLB inh -3 and AddAB inh 4.2.
`O=S(=O)(NC(=S)Nc1ccccc1)c1ccc(F)cc1` gave E coli growth -0.8, Mot1-301 SUMO -13, HTR5A inv ctr -28, HTR5A ag 3, PKA-R2B activ -14, CDK5 inh 0.2, PKA-R1A act -11, Tat export inh 2, phage Ecoli inh 2.2, DAGLB inh -1 and AddAB inh 3.7.
For CC(C)NC(=O)NC(=O)CSc1nnc(COc2ccccc2F)n1C(C)C1CC2CCC1C2 (stereo not given) the results were E coli growth 0.1, HTR5A inv ctr -16, HTR5A ag 3, PKA-R2B activ -8, CDK5 inh -3.2, PKA-R1A act -3, Tat export inh 15, DAGLB inh 2 and AddAB inh 1.7.

(cont.)
For O=C(c1ccccc1)N1CCN(c2ccc(NCc3ccc4c(c3)OCO4)cc2)CC1 the results were E coli growth 0.4, Mot1-301 SUMO 7, HTR5A inv ctr -7, HTR5A ag -2, PKA-R2B activ 15, CDK5 inh -0.3, PKA-R1A act -3, Tat export inh -1, phage Ecoli inh 3.6, DAGLB inh 2 and AddAB inh 0.7.
For CC1CCC2(CC1)SCC(=O)N2c1ccccc1 (stereo not given) the results were E coli growth -0.8, Mot1-301 SUMO -15, HTR5A inv ctr -15, HTR5A ag 0, PKA-R2B activ 0, CDK5 inh -0.5, PKA-R1A act -6, Tat export inh 2, phage Ecoli inh 3.0, DAGLB inh 1 and AddAB inh 1.0.
For O=C(N/N=C/c1ccccc1C(=O)O)c1cccc(S(=O)(=O)Nc2cc(Cl)ccc2Cl)c1 the results were E coli growth -1.0, Mot1-301 SUMO 115, HTR5A inv ctr -1, HTR5A ag -2, PKA-R2B activ -8, CDK5 inh -5.0, PKA-R1A act 7, Tat export inh 4, phage Ecoli inh 2.7, DAGLB inh 12 and AddAB inh 2.1.
For O=C(CN(C(=O)c1csnn1)c1cccc2ccccc12)NCc1ccccc1 the results were E coli growth -0.6, Mot1-301 SUMO -22, HTR5A inv ctr 3, HTR5A ag -2, PKA-R2B activ -2, CDK5 inh -2.0, PKA-R1A act -1, Tat export inh -4, phage Ecoli inh 0.5, DAGLB inh 1 and AddAB inh 1.4.
For O=c1oc2ccccc2n1Cn1c(=O)oc2ccccc21 the results were E coli growth -3.4, Mot1-301 SUMO 9, HTR5A inv ctr -15, HTR5A ag 0, PKA-R2B activ -21, CDK5 inh 1.0, PKA-R1A act -3, Tat export inh 4, phage Ecoli inh 1.5, DAGLB inh -4 and AddAB inh -1.1.
Cc1ccc2c(c1)C(c1ccccc1)CC(=O)O2 (stereo not given) was read as E coli growth 1.6, Mot1-301 SUMO 14, HTR5A inv ctr 17, HTR5A ag -6, PKA-R2B activ 2, CDK5 inh -0.7, PKA-R1A act 7, Tat export inh -6, phage Ecoli inh 3.5, DAGLB inh -1 and AddAB inh -0.2.
`CC(C)(C)OC(=O)NNc1c2ccccc2nc2ccccc12` gave E coli growth 2.0, Mot1-301 SUMO -21, HTR5A inv ctr -6, HTR5A ag 2, PKA-R2B activ -5, CDK5 inh 1.5, PKA-R1A act 12, Tat export inh -2, phage Ecoli inh 4.4, DAGLB inh 0 and AddAB inh 5.6.
`CSC1=NS(=O)(=O)c2c(C)nn(C)c2S1` gave E coli growth 1.6, Mot1-301 SUMO -9, HTR5A inv ctr 2, HTR5A ag 2, PKA-R2B activ 2, CDK5 inh 2.2, PKA-R1A act -1, Tat export inh 10, phage Ecoli inh 1.6, DAGLB inh -4 and AddAB inh 1.0.
For Cc1ccc(S(=O)(=O)N2CCN(C(=O)c3ccnn3C)CC2)cc1C the results were E coli growth 0.8, Mot1-301 SUMO 1, HTR5A inv ctr -9, HTR5A ag 1, PKA-R2B activ -4, CDK5 inh -0.4, PKA-R1A act 11, Tat export inh 0, DAGLB inh 0 and AddAB inh 1.0.
For COc1ccc(-c2cc(C)no2)cc1S(=O)(=O)N1CCCN(Cc2ccccc2Cl)C1 the results were E coli growth -0.2, Mot1-301 SUMO 4, HTR5A inv ctr -3, HTR5A ag 0, PKA-R2B activ -5, PKA-R1A act 3, Tat export inh 6, phage Ecoli inh 0.0, DAGLB inh -5 and AddAB inh 1.5.
Cc1ccccc1C(O)c1ccncc1 (stereo not given) was read as E coli growth 1.8, Mot1-301 SUMO -16, HTR5A inv ctr 5, HTR5A ag -3, PKA-R2B activ -4, CDK5 inh -1.1, PKA-R1A act -5, Tat export inh -2, phage Ecoli inh 3.0, DAGLB inh -1 and AddAB inh 2.2.
For Cc1ccc(C)c(Cn2c(=O)n(CCCC(=O)NCc3ccco3)c(=O)c3ccccc32)c1 the results were E coli growth -1.0, Mot1-301 SUMO -11, HTR5A inv ctr -1, HTR5A ag 4, PKA-R2B activ -1, CDK5 inh -1.6, PKA-R1A act -5, Tat export inh -10, phage Ecoli inh 1.4, DAGLB inh -2 and AddAB inh -1.9.
O=C(/C=C/c1ccc2ccccc2n1)N1CCN(S(=O)(=O)c2ccc(F)cc2)CC1 was read as E coli growth -1.6, Mot1-301 SUMO -2, HTR5A inv ctr -1, HTR5A ag 0, PKA-R2B activ -14, CDK5 inh 2.6, PKA-R1A act -11, Tat export inh -2, phage Ecoli inh 0.5, DAGLB inh -1 and AddAB inh 0.5.
Screening CCOC(=O)N1CCN(C(=O)CSCC(=O)N=c2sc3ccccc3n2C)CC1 returned E coli growth -2.9, Mot1-301 SUMO -11, HTR5A inv ctr 16, HTR5A ag 1, PKA-R2B activ -11, CDK5 inh -1.1, PKA-R1A act -11, Tat export inh 5, DAGLB inh -4 and AddAB inh 0.5.
For COc1cc(C(=O)NC2CCN(CC(=O)Nc3cccc(C)c3C)CC2)cc(OC)c1OC the results were E coli growth 0.9, Mot1-301 SUMO -9, HTR5A inv ctr -9, HTR5A ag 2, PKA-R2B activ -3, CDK5 inh 0.8, PKA-R1A act -2, Tat export inh 6, phage Ecoli inh 0.1, DAGLB inh -3 and AddAB inh 2.5.
COc1ccc2nc(NC(=O)c3cc(S(=O)(=O)N4CCOCC4)ccc3C)sc2c1 was read as E coli growth 0.3, Mot1-301 SUMO 529*, HTR5A inv ctr 9, HTR5A ag -1, PKA-R2B activ -6, CDK5 inh 0.8, PKA-R1A act -11, Tat export inh 1, phage Ecoli inh 1.9, DAGLB inh 5 and AddAB inh 1.9.
`O=C(NC(=S)Nc1ccccc1N1CCOCC1)c1ccco1` gave E coli growth -2.1, Mot1-301 SUMO 3, HTR5A inv ctr 4, HTR5A ag 3, PKA-R2B activ -1, CDK5 inh -1.2, PKA-R1A act -3, Tat export inh 3, phage Ecoli inh 3.7, DAGLB inh -2 and AddAB inh -0.3.

Screening results as filed in PubChem.
